Screens from PubChem BioAssay.
PNC inhibitor = inhibitors of perinucleolar compartment assembly. PC3M PTB-GFP, PNC prevalence imaging, 16 h; stronger effect = lower value. activity change (PNC), negative = inhibition, % at 10 µM. 140,000 tested, 3.1% active. AID 2417;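 active = readout at or below -70, meaning at least 70% loss of cells showing the perinucleolar compartment, a nuclear body marking cancer cells; inconclusive = readout between -30 and a set limit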;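 note: plate controls were DMSO wells for no effect and camptothecin positive control wells for full effect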
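PC3M cells stably expressing PTB-GFP, 750–1000 cells/well, treated 16 h at 37 °C with compound (23 nl of library stock), in duplicate. After paraformaldehyde fixation and Hoechst stain, imaged at 20x; PNC prevalence scored by image analysis.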
ALOX12 inhib = 12-hLO (ALOX12) enzyme inhibition. Potency, µM (highest dose often 57.1 µM), without a hit: top-dose activity change, negative = inhibition, hits mostly inhibitors. P18054. 150,000 tested, 0.12% active. purified 12-hLO, xylenol orange hydroperoxide absorbance; note: potency is the fitted concentration of half-maximal effect; nearly all actives have a fitted effect of over 55% in size; many of its hits are not listed in these tables
Target sequence (P18054 whole entry, looked up): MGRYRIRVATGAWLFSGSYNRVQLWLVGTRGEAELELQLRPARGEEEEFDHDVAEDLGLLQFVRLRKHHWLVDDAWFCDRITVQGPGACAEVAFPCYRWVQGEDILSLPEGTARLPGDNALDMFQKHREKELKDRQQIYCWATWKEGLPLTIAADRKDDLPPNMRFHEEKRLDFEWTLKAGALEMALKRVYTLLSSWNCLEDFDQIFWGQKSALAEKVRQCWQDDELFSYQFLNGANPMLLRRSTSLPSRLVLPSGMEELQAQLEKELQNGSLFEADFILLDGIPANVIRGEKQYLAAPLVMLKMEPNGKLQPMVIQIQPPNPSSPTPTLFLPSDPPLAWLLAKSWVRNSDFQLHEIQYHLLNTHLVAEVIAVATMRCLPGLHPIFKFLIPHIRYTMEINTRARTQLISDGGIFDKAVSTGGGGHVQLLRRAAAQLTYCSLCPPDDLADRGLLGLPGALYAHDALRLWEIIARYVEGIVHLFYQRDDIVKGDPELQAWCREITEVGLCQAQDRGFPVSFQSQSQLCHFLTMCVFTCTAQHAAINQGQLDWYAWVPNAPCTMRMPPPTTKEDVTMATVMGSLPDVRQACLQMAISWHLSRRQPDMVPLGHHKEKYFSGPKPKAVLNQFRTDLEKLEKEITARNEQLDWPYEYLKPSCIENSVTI
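Lipoxygenase turnover measured by absorbance at 573 and 405 nm after Fe-XO development. Human 12hLO 150 nM, arachidonate 40 uM, pH 7.0 Hepes buffer with detergent; 15 min compound preincubation, 30 min reaction.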
ALOX15B inhib = 15-hLO-2 (ALOX15B) enzyme inhibition; 110,000 tested, 0.56% active; O15296; AID 881; purified 15hLO-2, xylenol orange hydroperoxide absorbance; Potency, µM (doses to about 57.1 µM), without a hit: top-dose activity change, negative = inhibition, actives largely listed as inhibitors; note: potency is the fitted concentration of half-maximal effect; nearly all actives have a fitted effect of over 60% in size; many of its hits are not listed in these tables
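Screening format was qHTS against 50 nM purified 15hLO-2 in Hepes pH 7.5 with detergent. Activity follows hydroperoxide formation from 45 uM arachidonic acid, measured as 573:405 nm absorbance ratio of the ferric-xylenol orange complex.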
IMPase inh = IMPase inhibition in cells. P97697. CHO-M1 cells, IP1 accumulation, HTRF TR-FRET ratio. inhibition (IP1 accumulation), % at 46.1 µM. 120,000 tested, under 10 active. AID 901; active = well fitted curve in the direction sought with a large enough effect in the signal ratio, not every such curve was filed as active; inconclusive = small, poorly fitted or top-dose-only effect, or a change in a side signal; inactive = no such curve, though single readings can be large or run the other way; the % refers to the signal ratio;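 note: cells stimulated with carbachol in lithium chloride buffer; plate controls were DMSO basal wells for no effect and reference inhibitor wells for full effect; higher means more IMPase inhibition seen as more IP1 and lower FRET ratio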
Target sequence (P97697 whole entry, looked up): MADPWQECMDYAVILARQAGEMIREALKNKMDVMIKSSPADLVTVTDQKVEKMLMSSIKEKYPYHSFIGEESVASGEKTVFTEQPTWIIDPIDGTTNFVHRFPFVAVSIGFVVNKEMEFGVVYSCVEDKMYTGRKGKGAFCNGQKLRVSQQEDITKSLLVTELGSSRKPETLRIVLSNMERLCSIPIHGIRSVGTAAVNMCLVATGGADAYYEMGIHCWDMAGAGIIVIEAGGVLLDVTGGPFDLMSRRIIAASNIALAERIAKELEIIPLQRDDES
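Elevated IP1 in lysates lowers TR-FRET signal (665/620 ratio and 620 channel reported). Cells were CHO-M1, given carbachol (50 uM as added) plus 50mM LiCl, pH 7.4, 30 min, 37C; compounds titrated up to 46 uM; AC50 by Hill equation.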
Starred values were filed as active, the others as inactive; ? = inconclusive; / = no result given; & = joins results of further samples; [ ] = remark or other dose. Unless noted, calls come from the whole dose curve; as a rule, active = well fitted curve in the direction sought with a large enough effect; inconclusive = small, poorly fitted or top-dose-only effect, or another doubt; inactive = no such curve, though single readings can be large; an effect the other way counts as inactive or inconclusive. Unless noted, % is set by controls: 0 for no effect and ±100 for the full control effect. These rows are one share of the data, so the mix of outcomes need not match the whole.

SMILES	PNC inhibitor	ALOX12 inhib	ALOX15B inhib	IMPase inh
CCOC(=O)C(=O)/C(=C\N(C)C)c1onc(-c2c(F)cccc2Cl)c1C(=O)OC	30	2%	4%[11.4 µM]	6[1.84 µM]
C=CCNC1=C(Cl)C(=O)c2ccccc2C1=O	-18	2%	/	/
Cc1sc2ncnc(NCC(c3ccco3)N3CCCC3)c2c1C (configuration not stated)	-11	0%	27%	21
COC(=O)c1ccc(NC(=O)CN2CCN(c3ccccc3)CC2)cc1	-3	-6%	-7%	2
Cc1oc(-c2cccc(Cl)c2)nc1CN1CCC(C(=O)NCC2CCCO2)CC1 (configuration not stated)	21	4%	35%[activator]	4
O=C(CSc1n[nH]c(C2CCCC2)n1)NC1CCCC1	16	0%	-3%	0
CC1(C)Cc2c(sc3ncnc(N)c23)CO1	?	2%	3%	?
Cc1cc(C)n(-c2ccc(C(=O)OCC(=O)c3ccc(Br)s3)cc2)n1	-18	-16%	?	-24
CC[C@]1(O)C[C@@H]2CN(CCc3c([nH]c4ccccc34)[C@](C(=O)OC)(c3cc4c(cc3OC)N(C=O)[C@H]3[C@@](O)(C(=O)OC)[C@H](C(=O)OC)[C@@]5(CC)C=CCN6CC[C@]43[C@H]65)C2)C1	/	-2%	57%[activator]	7
Cc1ccc(/C=N/NC(=O)CCCOc2ccc(Cl)cc2Cl)cc1	48	-2%	/	-11
O=C(NCCCN1CCN(c2cccc(Cl)c2)CC1)c1ccc(N2CCCC2=O)cc1	24	-13%	31%[activator]	5
Cc1cc2cc(CNC(=O)CCC(=O)O)ccc2[nH]1	?	0%	-15%	17
O=c1oc2ccccc2c(NC(c2ccccc2)c2ccccc2)c1[N+](=O)[O-]	9	-5%	/	/
CN(C)CC(=O)Nc1cc(C(F)(F)F)ccc1Cl	?	-7%	9%[2.29 µM]	-4
Cc1ccc(/C=C/C(=O)NC(=S)N2CCN(C)CC2)cc1	?	-1%	/	/
CCOC(=O)/C(=C/c1ccc(Cl)cc1)NC(=O)c1ccco1	-20	0%	/	/
CCOc1ccccc1C(=O)N[C@H](C(=O)OCc1cc(=O)oc2cc(C)ccc12)C(C)C	?	0%	/	12
Cc1nc(N2CCC(C)CC2)c2nnn(Cc3ccccc3)c2n1	329	-4%	/	0
COc1ccc(O)c(C(=O)CC(=O)c2ccccc2)c1	0	?	-15%	4
N#Cc1nc(Cc2cccc3ccccc23)oc1NCc1ccco1	-20	-15%	-18%	8
Cc1cc(Br)c(OCc2ccc(C(=O)N/N=C3\CC(=O)CC(C)(C)C3)cc2)c(Br)c1	5	-2%	/	/
CN(C)c1c([N+](=O)[O-])cc2[nH]c(=O)[nH]c2c1[N+](=O)[O-]	29	0%	-14%	2
Cc1ccsc1/C=N/NC(=O)c1ccccn1	49	2%	/	/
Cc1ccc(S(=O)(=O)N2CCC(C(=O)N3CCC[C@H]3C(=O)NC3CCS(=O)(=O)C3)CC2)cc1 (some centres not stated)	?	4%	2%	-7
Cc1nc(-n2nnc3ccccc32)c2c3c(sc2n1)CCCC3	28	-8%	-5%	7
CN1CCCN(C2C3CC4CC(C3)CC2C4)CC1 (configuration not stated)	41	3%	-6%	2
COc1cc(/C=N/N2CCN(c3ccccc3OC)CC2)ccc1O	33	-1%	-10%	9
Cc1nc(N)c(C#N)c(-c2ccccc2)c1C	-5	-5%	-5%	9
O=C(NCSC1=NCCS1)c1ccccc1	21	3%	1%	-5
CCCCSC1(SCCCC)N=C(N)C2(C#N)C(c3ccccc3)NC(C)=C(C)C12C#N (configuration not stated)	-28	-4%	-20%	?
Cc1cc(C)cc(NC(N)=S)c1	47	-3%	/	-3
COc1ccc(Nc2ccc3c(c2)=NC2(CCCCC2)[N+]=3[O-])cc1	13	-22%	-12%	?
Cc1cccnc1NC(=O)c1ccccc1NC(=O)C(C)(C)C	188	0%	/	4
N/C(=N\OC(=O)c1cc(-c2ccccc2)nc2ccccc12)c1ccc(Cl)cc1	39	-3%	0%	2
CCCC1(C(=O)OCC)NC(c2cc(OC)c(OC)c(OC)c2)C2C(=O)N(CC)C(=O)C21 (configuration not stated)	9	2%	-5%	-5
COc1ccccc1C/C(N)=N/OC(=O)COc1ccc(C)cc1	30	-2%	-2%	0
CC(C)(C)SCCNC(=O)c1ccccc1	-18	-3%	1%	1
CCCS(=O)(=O)N1CCN(CC2CC=CCC2)CC1 (configuration not stated)	-5	-6%	8%	3
O=C(Nc1ccon1)c1cccc(S(=O)(=O)N2CCCCCC2)c1	40	7%	-2%	1
CN(CC(=O)Nc1ccccn1)S(=O)(=O)c1ccc(Cl)cc1	-27	-16%	/	4

Looked up by compound from the list above (2):
SMILES	PNC inhibitor	ALOX12 inhib	ALOX15B inhib	IMPase inh
Cc1ccc(/C=C/C(=O)NC(=S)N2CCN(C)CC2)cc1	?	-1%	/	/
Cc1sc2ncnc(NCC(c3ccco3)N3CCCC3)c2c1C (configuration not stated)	-11	0%	27%	21

Further records:
SMILES	PNC inhibitor	ALOX12 inhib	ALOX15B inhib	IMPase inh
CCCn1c(SCc2cc(=O)[nH]c3ccccc23)nc2c1c(=O)n(C)c(=O)n2C	3	-6%	3%	7
COc1ccc(S(=O)(=O)N2CCCCC2)cc1NC(=O)c1ccc2c(c1)OCO2	?	-4%	/	/
O=c1[nH]c(=O)n(Cc2ccco2)c2c1C(C(F)(F)F)(C(F)(F)F)N=C(C1CCCCC1)N2	3	1%	-1%	9
CC(C(=O)Nc1ccccc1Br)c1ccc([N+](=O)[O-])cc1 (configuration not stated)	19	-1%	/	-1
CC(C)(C)C(=O)Nc1ccc(-c2cn3ccsc3n2)cc1	-14	-5%	-9%	-1
Cc1cccc(Oc2nc3ccccn3c(=O)c2/C=C(\C#N)C(=O)NC2CCS(=O)(=O)C2)c1 (configuration not stated)	-104*	-5%	/	/
COC(=O)C1CCN(C(=O)c2ccc(SC)cc2OC)CC1	22	-2%	2%	2
O=C1C2CCCN2C(=O)N1CCCN1CCN(c2cccc(Cl)c2)CC1 (configuration not stated)	?	0%	/	/
CCCCOc1ccc(Cc2c(Cl)nc(SC)nc2N2CCOCC2)cc1	38	-2%	/	/
COc1ccc(C(CC(=O)c2ccc(O)cc2)S(=O)(=O)c2ccc(C)cc2)cc1 (configuration not stated)	6	-6%	2%	4
Cc1cc(Nc2ccccc2)nn1C(=O)c1ccccc1	-22	-15%	14%	9
Cc1csc(-c2cnn(-c3ccccc3)c2NC(=O)c2cccc(F)c2)n1	18	5%	-3%	-4
O=C(O)c1ccc(COCC(F)(F)C(F)F)o1	34	4%	13%	-2
Cc1cccc(N2CCN(C(=S)c3ccc(-c4ccccc4[N+](=O)[O-])o3)CC2)c1	12	-4%	/	/
COc1ccccc1NC(=O)CN1CCC(n2nnc3cc(F)ccc32)CC1	49	-7%	10%	5
COc1ccc(C(C(=O)NC2CCCC2)N(C(=O)c2ccoc2C)c2ccc(C)cc2)cc1 (configuration not stated)	-30	-26%	-2%[11.4 µM]	?
CN(Cc1ccccc1)C(=O)COC(=O)c1ccc(Cl)c(N)c1	-24	-7%	/	5
C1CCC(CNc2c3c(nc4nnnn24)CCCC3)CC1	?	0%	6%	-2
O=C(CSc1nnc(-c2ccccc2F)n1C1CC1)Nc1cccnc1Cl	25	0%	/	/
COc1cc(/C=C(\C#N)C(=O)NCC2CCCO2)ccc1OC(C)C (configuration not stated)	0	0%	/	/
C=CCn1c(=NC(=O)C2CCCCC2)sc2cc(NC(C)=O)ccc21	-26	1%	4%	?
Cc1ccccc1NC(=O)c1ccc(NS(=O)(=O)c2cc(C(C)(C)C)cc(C)c2C)cc1	?	0%	/	-5
N=c1ccn(Cc2ccc(Cl)c(Cl)c2)cc1	25	6%	43%[activator]	10
CCNC(=O)N1C(=O)C2(OCCO2)c2cc(Br)ccc21	11	-7%	0%	8
Cc1ccc(S(=O)(=O)N2CCN(c3ccc([N+](=O)[O-])c(Sc4nncn4C)c3)CC2)cc1	-5	-14%	/	5
CCSC1=N/C(=C\c2ccc(C)s2)C(=O)S1	-15	-9%	/	7
Cn1cnnc1SCc1ccc(C(=O)n2ncc(C#N)c2N)cc1	29	1%	-5%	3
COc1ccc(OC)c(S(=O)(=O)NC(C)(C)C)c1	?	0%	4%	0
Cc1ccc(S(=O)(=O)N(CCC#N)CCN2CCCC2)cc1	-25	-7%	4%	-2
CCn1ncc(C2C(C(=O)Nc3ccc(C)cn3)=C(C)NC3=C2C(=O)CCC3)c1C (configuration not stated)	?	-1%	/	/

As a short view, 3 of the compounds above:
SMILES	PNC inhibitor	ALOX12 inhib	ALOX15B inhib	IMPase inh
Cc1nc(N2CCC(C)CC2)c2nnn(Cc3ccccc3)c2n1	329	-4%	/	0
COc1ccc(O)c(C(=O)CC(=O)c2ccccc2)c1	0	?	-15%	4
N#Cc1nc(Cc2cccc3ccccc23)oc1NCc1ccco1	-20	-15%	-18%	8

Continued.
SMILES	PNC inhibitor	ALOX12 inhib	ALOX15B inhib	IMPase inh
O=C(NCC1CCCCC1)C1CCN(C(=O)NC2CCCCC2)CC1	?	1%	-3%	8
O=S1(=O)CC(O)C(NCc2cccnc2)C1 (configuration not stated)	11	7%	-1%	-3
COc1ccc(C(=O)n2nc(C)cc2C)cc1Br	-6	-15%	-3%	1
CC1Oc2ccccc2N(CC(=O)N2CCc3ccccc32)C1=O (configuration not stated)	24	-1%	4%	-10
O=C(CN1CCOCC1)Nc1c(-c2ccccc2)c2cc(Br)ccc2[nH]c1=O	-12	-4%	-1%	-3
COc1cccc(N=c2oc3c(C)ncc(CO)c3cc2C(=O)Nc2ccccc2OC)c1	50	2%	-9%	2
COC(=O)[C@@H]1C[C@@]2(O)[C@H](O)[C@H](O)[C@H](O)C[C@H]2N1Cc1c(F)cccc1Cl	/	-1%	14%	/
COc1cccc(-n2c(Cn3nc(C(F)(F)F)cc3C)n[nH]c2=S)c1	-3	-4%	/	/
COc1ccc(NS(=O)(=O)c2ccc(SC)cc2)cc1	25	-1%	0%	-4
CNC(=O)C1(CC(C)C)C=CCN1C(C)=O (configuration not stated)	-25	1%&-1%	7%	/
O=C(NCC(=O)N(c1ccccc1)C(C(=O)NC1CCCCC1)c1ccncc1)c1ccco1 (configuration not stated)	22	-3%	-4%	-2
COC(=O)c1ccc2c(c1)SC1=C(CCCC1=O)N2	23	-17%	?	25
O=C(NCCN1CCCC1)c1ccc(Cn2c(=S)[nH]c3cc4c(cc3c2=O)OCO4)cc1	3	1%	28%	-5
Cc1nc2ccccc2c(=O)n1NC(=O)/C=C/c1ccc(Br)cc1	24	-3%	/	/
CCOCC(=O)Nc1nc2ccc(OC)cc2s1	-15	-2%	9%[2.29 µM]	1
O=C(NCCN1CCN(c2ccccc2)CC1)c1cccc(Br)c1	?	3%	25%	1
COc1ccc2c(c1)c1nnc(SCC(=O)N3CCCCC3C)nc1n2C (configuration not stated)	-17	-5%	-2%	7
COc1ccc(-n2nc3cc(C)c(NC(=O)CC(C)C)cc3n2)cc1	24	0%	0%	5
CCN(CCCNC(=O)CCn1c(=O)[nH]c2ccccc2c1=O)c1cccc(C)c1	?	1%	-17%	3
CCN(C(=O)COC(=O)/C=C/c1ccc(O)c(OC)c1)C1CCS(=O)(=O)C1 (configuration not stated)	-8	-6%	/	/
O=C(CCCOc1ccccc1)Nc1ccc2c(c1)OCCO2	12	-3%	0%	6
Cn1c(=O)c2c(nc(N3CCC(C(N)=O)CC3)n2CCSc2nc3ccccc3s2)n(C)c1=O	6	-3%	6%	-2
COc1ccc(CNS(=O)(=O)c2ccc3oc(C(=O)O)c(C)c3c2)cc1	20	-5%	/	-10
Cc1cnc(C(=O)Nc2ccc(C(=O)N3CCCCC3)cc2)cn1	4	-3%	15%	-1
COC(=O)c1ccccc1COn1c(=O)c[n+]([O-])c2ccccc21	?	-2%	/	-5
